From PubChem BioAssay
TDP1 cell CPT: DT40-hTDP1 cell growth loss with CPT. chicken DT40 Tdp1-/-;hTDP1 cells + 20 nM CPT, ATP luminescence, 48 h. Potency, µM (doses to about 46.2 µM), inactives show top-dose activity change, negative = growth inhibition, hits mostly inhibitors. hit rate 12% among 420,000; note: nearly all actives have a fitted effect of over 55% in size
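Chicken DT40 Tdp1-/- cells complemented with human TDP1, 400 cells/well, exposed to compounds plus 20 nM camptothecin for at least 48 h at 37 C; viability read as ATP content by CellTiter-Glo luminescence.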
GCN5L2 inh: inhibitors of human GCN5L2 histone acetyltransferase; Q92830; GCN5L2 HAT assay, ThioGlo1 CoA-SH fluorescence; Potency, µM (series often up to 58.9 µM), for the others: at the highest dose activity change, negative = inhibition, usual class: inhibitors; hit rate 0.21% among 390,000
Target sequence (Q92830 whole entry, looked up): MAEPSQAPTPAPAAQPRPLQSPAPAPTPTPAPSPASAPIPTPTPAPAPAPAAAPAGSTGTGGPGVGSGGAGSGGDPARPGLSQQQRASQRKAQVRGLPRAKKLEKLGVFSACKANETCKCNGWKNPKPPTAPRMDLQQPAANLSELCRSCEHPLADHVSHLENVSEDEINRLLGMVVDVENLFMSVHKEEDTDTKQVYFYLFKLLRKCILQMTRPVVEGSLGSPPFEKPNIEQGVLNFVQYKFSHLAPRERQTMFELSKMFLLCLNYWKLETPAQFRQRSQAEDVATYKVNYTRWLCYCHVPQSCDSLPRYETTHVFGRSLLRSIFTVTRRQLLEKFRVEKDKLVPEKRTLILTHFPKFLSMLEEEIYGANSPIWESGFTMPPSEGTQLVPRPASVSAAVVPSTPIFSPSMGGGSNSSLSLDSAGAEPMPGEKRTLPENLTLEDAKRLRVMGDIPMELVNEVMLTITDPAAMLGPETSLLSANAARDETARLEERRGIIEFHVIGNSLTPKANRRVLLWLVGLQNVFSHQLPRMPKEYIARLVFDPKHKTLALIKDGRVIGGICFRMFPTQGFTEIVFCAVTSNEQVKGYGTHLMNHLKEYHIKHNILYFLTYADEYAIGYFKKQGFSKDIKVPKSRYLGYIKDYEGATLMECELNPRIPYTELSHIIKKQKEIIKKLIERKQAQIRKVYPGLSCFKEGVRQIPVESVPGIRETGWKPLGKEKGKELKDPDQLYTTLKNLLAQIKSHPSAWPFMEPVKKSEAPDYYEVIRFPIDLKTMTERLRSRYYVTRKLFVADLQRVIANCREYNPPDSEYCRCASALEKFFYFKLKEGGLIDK
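qHTS, 1536-well. 20nM enzyme, pH 7.5 HEPES/EDTA/Tween-20 buffer; 15 min compound preinc., RT. Start: 75uM H3(1-25), 70uM AcCoA, 50uM ThioGlo1. Read Ex340/Em540 at t=0 (autofluorescence flag) and t=20 min.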
TDP1 cell noCPT: qHTS for Inhibitors of human tyrosyl-DNA phosphodiesterase 1 (TDP1): qHTS in cells in absence of CPT. hit rate 15% among 420,000. DT40 Tdp1-/- hTDP1 cells, no CPT, ATP luminescence, 48 h. Potency, µM (titrated, usually from 46.2 µM), inactives show top-dose activity change, negative = growth inhibition, most hits filed as inhibitors; note: nearly all actives have a fitted effect of over 55% in size
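Camptothecin absent (DMSO only). Human TDP1-complemented DT40 knockout cells, 400 cells/well, 37 °C for minimum 48 hr; ATP measured via CellTiter-Glo, 30 min dark incubation, luminescence.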
Numbers without * were called inactive; ? = inconclusive; . = no result given; & = joins results of further samples; [ ] = another dose, or the depositor's remark. Calls come from the whole dose curve; as a rule, active = well fitted curve in the direction sought with a large enough effect; inconclusive = small, poorly fitted or top-dose-only effect, or another doubt; inactive = no such curve, though single readings can be large; an effect the other way counts as inactive or inconclusive. % is set by controls: 0 for no effect and ±100 for the full control effect; potency is the fitted concentration of half-maximal effect.

SMILES	TDP1 cell CPT	GCN5L2 inh	TDP1 cell noCPT
CN(CCc1ccccc1)C(=O)c1ccc(NC(=O)Cc2cccc(NC(=O)C3CCN(C(=O)CCc4ccccc4)CC3)c2)cc1	?	.	?
Cc1ccc(-c2nc3cc(NC(=O)C(C)C)ccc3o2)cc1	-18%	-1%	?
COc1ccc(S(=O)(=O)N2CCOCC2)c2ccccc12	-10%	-2%	-18%
CC1CN(CCC(=O)NCc2ccc3ncccc3c2)Cc2cc(Cl)ccc2O1 (configuration not stated)	-6%[9.04 µM]	.	?
CCC1([N+](=O)[O-])COC(c2ccc(Cl)cc2)OC1 (configuration not stated)	-26%	.	-24%
Cc1ccc(Sc2cc(C(=O)c3ccccc3C(=O)O)ccc2[N+](=O)[O-])cc1	-9%	-2%	23%
COc1ccc(C(=O)NNS(=O)(=O)c2ccccc2)cc1OC	-11%	-3%	11%
CN(C)CCn1c(=O)n(-c2ccc(F)cc2)c(=O)c2c3c(sc21)CCCCC3	-24%	1%	?
COc1ccc(C2=NN(S(C)(=O)=O)C(c3cccs3)C2)cc1 (configuration not stated)	-1%	-29%	1%
O=C(NCCc1nnc2ccc(SCC(=O)N3CCCC3)nn12)c1ccccc1	9%	-1%	13%
O=c1cc(COc2ncnc3c(Cl)cc(Cl)cc23)nc2sccn12	-16%	3%	18%
OCC(O)C(O)C(O)C(O)C(O)CO (configuration not stated)	-4%	-3%	11%
O=C1Nc2cc(C(=O)NCCN3CCCCCC3)ccc2S/C1=C\c1ccccc1	13µM*	1%	12µM*
COc1cc(OC)cc(-c2cc3ccc(F)cc3cn2)c1	?	-4%	?
Cc1ccc(C)c(CN2C(=O)C(O)(c3c[nH]c4ccccc34)c3ccccc32)c1 (configuration not stated)	29µM*	-4%	23µM*
Cc1ccc(O)c(NC(=O)C2=CC(c3cccs3)=NS(=O)(=O)N2C)c1	?	-14%&-2%	?
O=C(NCCc1cccs1)C1CC(c2c(Cl)cccc2Cl)=NO1 (configuration not stated)	4.1µM*	-24%	7.3µM*
CN(CC(=O)Nc1ccc(F)cc1)C(=O)Cc1ccsc1	11%	-9%	-7%
COc1ccccc1C(=O)NC(=O)COC(=O)Cn1[nH]c(=O)c2ccccc2c1=O	4%	-6%	-1%
CN1CCN(c2ccc([N+](=O)[O-])cc2NC(=O)c2ccccc2Cl)CC1	-3%	-4%	-13%
O=C(C1CCC(Cn2c(=O)c3sccc3n(Cc3cccc(F)c3)c2=O)CC1)N1CCOCC1 (configuration not stated)	?	-4%	16µM*
Cc1ccc(-c2nnc3ccc(SCC(=O)N4CCc5ccccc54)nn23)cc1	-18%	-18%	-9%
CN(c1ccc(OCC(=O)OCc2nnc(-c3ccccc3)o2)cc1)S(=O)(=O)c1ccc(Cl)cc1	0%	0%	0%
COc1ccc(C(=O)N2CCN(c3nc4c(C)c(Cl)ccc4s3)CC2)c(OC)c1	16µM*	-7%	9.2µM*
COc1cccc(C(=O)N2CCC(O)(c3cccnc3)CC2)c1	-1%	-2%	-16%

The list goes on, starting with the last 7 of the part before.
SMILES	TDP1 cell CPT	GCN5L2 inh	TDP1 cell noCPT
COc1ccccc1C(=O)NC(=O)COC(=O)Cn1[nH]c(=O)c2ccccc2c1=O	4%	-6%	-1%
CN1CCN(c2ccc([N+](=O)[O-])cc2NC(=O)c2ccccc2Cl)CC1	-3%	-4%	-13%
O=C(C1CCC(Cn2c(=O)c3sccc3n(Cc3cccc(F)c3)c2=O)CC1)N1CCOCC1 (configuration not stated)	?	-4%	16µM*
Cc1ccc(-c2nnc3ccc(SCC(=O)N4CCc5ccccc54)nn23)cc1	-18%	-18%	-9%
CN(c1ccc(OCC(=O)OCc2nnc(-c3ccccc3)o2)cc1)S(=O)(=O)c1ccc(Cl)cc1	0%	0%	0%
COc1ccc(C(=O)N2CCN(c3nc4c(C)c(Cl)ccc4s3)CC2)c(OC)c1	16µM*	-7%	9.2µM*
COc1cccc(C(=O)N2CCC(O)(c3cccnc3)CC2)c1	-1%	-2%	-16%
CCOC(=O)c1cnc(N2CCN(c3ccccc3)CC2)[nH]c1=O	7%	1%	-11%
CCCCCc1c(C)nc(N2CCc3ccccc3C2)[nH]c1=O	-7%	2%	?
O=C(C1CCN(c2nc(-c3ccccc3)nc3c2CCC3)CC1)N1CCCC1	?	.	?
COc1cc(NC(=O)c2sc3ncn(CC(=O)N4CCC(C)CC4)c(=O)c3c2C)cc(OC)c1OC	?	-9%	-8%
C=CCNC(=O)[C@H]1N2C(=O)c3ccccc3C2SC1(C)C (some centres not stated)	13%	1%	13%
CC1CCc2nc3ncn(Cc4ccc(Cl)cc4)c(=O)c3cc2C1 (configuration not stated)	18µM*	-11%	23µM*
COCCN1Cc2cccc(C(=O)Nc3ccc(C)cc3C)c2C1=O	-17%	-4%	-19%
O=C(Nc1cnn(Cc2ccc(Cl)cc2)c1)c1ccc([N+](=O)[O-])cc1	?	-8%	?
Cc1ccc2nc(N/C(=N/S(=O)(=O)c3ccc(F)cc3F)c3ccccc3)sc2c1	-93%	-2%	-114%
COc1ccc(OC)c(-n2nnnc2SCC(=O)Nc2nc(C)c(C)s2)c1	-16%	-1%	-11%
CCC(O)c1nc2ccccc2n1Cc1cc(C)ccc1C (configuration not stated)	?	-7%	?
COc1ccc(N2CCN(C(=O)c3ccc(-c4nc(COc5ccccc5)c(C)o4)cc3)CC2)cc1	-17%	-1%	-12%
O=C(CSc1nc2ccccc2c(=O)n1-c1ccc(F)cc1)Nc1ccc(Cl)c(S(=O)(=O)N2CCOCC2)c1	?	-3%	16µM*
CCc1cc(C(=O)OC)c(NC(=O)CC2Nc3cc(C)c(C)cc3NC2=O)s1 (configuration not stated)	-13%	1%	-8%
COCCNC(=O)Cn1ccc2cc(S(=O)(=O)N3CCCCCC3)ccc21	10%&-2%	-5%&-4%	-27%&2%
COc1ccc2c(C)cc(SCC(=O)Nc3c(C)n(C)n(-c4ccccc4)c3=O)nc2c1	-20%	-16%	?
Cc1ccc(S(=O)(=O)NCC(=O)N2CCOCCOCCOCC2)cc1	-10%	-4%	0%
CCN(CC)CCCNC(=O)c1c(O)c2cc(F)cc3c2n(c1=O)C(C)CC3 (configuration not stated)	?	-4%	?
CN(C(=O)COC(=O)COc1ccccc1F)C1CCS(=O)(=O)C1 (configuration not stated)	9%	-3%	-4%
O=C(O)c1cc(-c2ccc(Cl)c(Cl)c2)n(-c2ccc(F)cc2)n1	9%	-2%	-4%
O=C(Cn1nnc(-c2ccccc2)n1)OC1CCOC1=O (configuration not stated)	-2%	1%	1%
N#C/C(=C/c1ccc(Cl)cc1)c1nc(-c2ccc(Br)cc2)cs1	2%	-11%	-21%
Cc1[nH]c2ccccc2c1C(=O)COC(=O)C1CC(O)CN1S(=O)(=O)c1ccc(Cl)cc1 (configuration not stated)	?	-6%	?
C#CCNC(=O)C1=C[C@@H](c2coc3ccccc3c2=O)[C@H](CCCO)[C@@H](OCC)O1	11%	-2%	-2%
O=C(NNC1=NCCCCC1)c1cccc([N+](=O)[O-])c1	7%	-5%	-3%

More results follow.
SMILES	TDP1 cell CPT	GCN5L2 inh	TDP1 cell noCPT
Cc1ccc(NC(=O)NCC2CCN(Cc3cccc(Cl)c3)CC2)c(Cl)c1	?	-3%	-30%
COc1ccc(-c2cn3c(C)c(C(=O)Nc4ccncc4)sc3n2)cc1	3.7µM*	-16%	5.8µM*
CCCc1c(C)nc2c(Br)cccc2c1Cl	-2%	-3%	-3%
CC(CCc1ccccc1)NC(=O)C(C)OC(=O)c1ccco1 (configuration not stated)	-1%	-2%	-2%
CN(CC(=O)NNC(=O)CNC(=O)c1cccs1)S(=O)(=O)c1ccc(Cl)cc1	7%	-1%	-1%
COc1ccc(C=C2C=C(C(C)(C)C)C(=O)C(C(C)(C)C)=C2)cc1OC	?	-14%	7.3µM*
COC[C@H]1CCCN1c1ccc2c(c1)O[C@@H](COCc1ccccc1)CN([C@H](C)c1ccccc1)S2(=O)=O	9.2µM*	.	13µM*
Cc1ccc2[nH]c(=O)c(CN(CC3CCCO3)S(=O)(=O)c3c(C)ccc4nsnc34)cc2c1 (configuration not stated)	?	-10%	?
COC(=O)c1ccc(CN2CCCCC2)cc1	7%	-4%	1%
COc1cc(C2CC(=O)c3cnc(N4CCN(Cc5ccccc5)CC4)nc3C2)cc(OC)c1OC (configuration not stated)	7.3µM*	-8%	7.3µM*
COc1ccc(NC(=O)c2cc(-c3cccc(OC)c3)on2)cc1	-6%	-3%	-17%
COc1ccc(NC(C)=O)cc1CP(=O)(c1ccccc1)c1ccccc1	-7%	18%	15%
CC(=O)c1ccc(OCC(O)COc2ccc(C(C)=O)cc2)cc1	-23%	-9%	-26%
CCOC(=O)N1CCC(NC(=O)C2=CCN(S(=O)(=O)c3ccccc3)CC2)CC1	-25%	2%	-22%
CSCC[C@H](NC(=O)Cc1c(C)c2cc3c4c(oc3cc2oc1=O)CCCC4)C(=O)O	-4%	-25%	-10%
CCn1c(=O)c(C(=O)Nn2c(C)nc3ccccc3c2=O)c(O)c2ccccc21	16µM*	-17%	?
CN1CCN(CC#Cc2ccccc2)CC1CCO (configuration not stated)	0%	-4%	8%
O=C(NCCN1C(=O)S/C(=C\c2ccccc2)C1=O)C1CCN(S(=O)(=O)c2cccs2)CC1	13µM*	-2%	18µM*
COc1cccc(N(C(=O)CCl)C(C(=O)NCCc2ccccc2)c2cccs2)c1 (configuration not stated)	4.1µM*	1%	4.6µM*
COC(=O)c1ccc(N=c2sc(C(=O)OC)cc(=O)n2C)cc1	21µM*	1%	26µM*
C=CCc1cccc(/C=N/NC(=O)C(=O)Nc2ccc(C)cc2)c1O	3.7µM*	-1%	5.2µM*
CCOc1ccc2c(ccc(/C=C/c3cc(C)c4cccnc4c3O)[n+]2C)c1	2.6µM*	.	5.2µM*
Cn1nccc1C(=O)Oc1cccc(/C=N/NC(=O)c2ccccc2O)c1	-8%	-6%	-15%
CN(C)c1ccc(/C=C/c2ccnc3c(Cl)ccc(Cl)c23)cc1	11µM*	.	10µM*
O=S(=O)(NCCOc1cccc2cccnc12)c1ccc(F)cc1	-12%	-6%	?

Further records.
SMILES	TDP1 cell CPT	GCN5L2 inh	TDP1 cell noCPT
Nc1n[nH]c2c1C1(CCCC1)Cc1ccccc1-2	-14%	17%	?
COc1ccc(OCCC(=O)NC2=NCCS2)cc1	2%	0%	-9%
Cc1cccc(C)c1-n1nnnc1C1(C)CCC(=O)N1CCc1ccc(O)cc1 (configuration not stated)	?	.	?
O=C1C(Cc2ccccc2)Nc2ncnc(N3CCc4ccccc4C3)c2N1Cc1ccccc1 (configuration not stated)	?	-6%	16µM*
Oc1ccc(/C=N/Nc2ccc(C(F)(F)F)cn2)cc1	?	-12%	-22%
COc1ccc(-n2c(Cn3c(=O)sc4ccccc43)nnc2SCC(=O)N2CCOCC2)cc1	?	2%	-8%
CN1CCN(c2nc(N3CCN(CCO)CC3)nc3ccccc23)CC1	3%	2%	?
CC1CCN(c2c([N+](=O)[O-])c(=O)n(-c3ccccc3)c3ccccc23)CC1	?	1.4µM*	-20%
Cc1ccc(S(=O)(=O)N2CCC(C(=O)NNC(=O)C3CC3)CC2)cc1Cl	-2%	-3%	1%
COc1cccc(CN2CCNC(=O)C2CC(=O)NCc2cc(C(C)C)no2)c1 (configuration not stated)	17%	3%	-16%
CCOC(=O)C1CCN(C(=S)Nc2cc(OC)c(OC)cc2C(=O)OC)CC1	-25%	-7%	-12%
Cc1ccccc1C(=O)Nc1ccc(C(=O)OCc2cc(=O)n3nc(C(C)C)sc3n2)cc1	-3%	-2%	-25%
COc1ccccc1CCC(=O)NNC(=O)Cn1nc(C)cc1C	6%	.	0%
Cc1cc(-n2nc(C)cc2C)n2nc(C)c(-c3ccccc3)c2n1	-2%	-3%	-1%
CSc1ccc(/C=C/c2ccc3cccc(O)c3n2)cc1	16µM*	-10%	21µM*
COc1ccc(NC(=O)C(c2cc3c(cc2[N+](=O)[O-])OCO3)N(C)Cc2ccccc2)cc1 (configuration not stated)	2%	-8%	-2%
CN(c1ccccc1)S(=O)(=O)c1nnc(NC(=O)c2ccco2)s1	-20%&-23%	-19%&2%	0%&-22%
O=C(OCC(=O)N(Cc1ccccc1)Cc1ccccc1)c1ccccc1O	18µM*	-4%	?
CN[C@@H]1CCc2[nH]c3ccc(C(N)=O)cc3c2C1	1%	.	2%
COc1ccc(-c2nc3c(C)cc(Br)cn3c2Cc2ccccc2)cc1OC	7.3µM*	.	6.5µM*

An excerpt taken from the entries so far:
SMILES	TDP1 cell CPT	GCN5L2 inh	TDP1 cell noCPT
Nc1n[nH]c2c1C1(CCCC1)Cc1ccccc1-2	-14%	17%	?
COc1ccc(OCCC(=O)NC2=NCCS2)cc1	2%	0%	-9%

Not a hit list. Share with any hit: about 18%.
